Screens (PubChem)
PKA-R1A activ: activators of PKA-R1A complex | PKA-R1A dissociation, Cy5-IP20 fluorescence polarization; scaled: DMSO 0%, 113 µM cGMP 100% | activation, % at 11.4 µM | actives 0.083% (n = 340,000);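 active = percent activation above the mean of all tested compounds plus 3 SD, cut at about 19% in these data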;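 note: higher means more PKAc released from R1A so a rise in polarization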
AddAB inh: less growth of phage-infected E. coli with AddAB; inhibition, % at 11.9 µM; actives 0.29% (n = 330,000); E. coli expressing H. pylori AddAB, absorbance growth; in the data active = inhibition above about 12%;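 note: 0% = vehicle wells of infected cells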
PfHsp90 set2: growth inhibition of yeast expressing Plasmodium Hsp90; actives 0.32% (n = 310,000); S. cerevisiae expressing PfHsp90, BacTiter-Glo ATP, 48 h; yeast lacking PDR1 and PDR3 efflux regulators; inhibition, % at 9.4 µM;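 active = every replicate shows inhibition above about 80%, whatever the replicate mean, limit read from the data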;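 note: 0% = DMSO neutral controls and 100% = 20 µM radicicol positive controls; yeast relying on Plasmodium falciparum Hsp90 in place of its own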
HTR5A inv ctr: HTR5A inverse agonism, opioid heterodimer counter-screen | P47898 | HTR5A cell line, luminescence | inhibition, % at 9.3 µM | actives 0.083% (n = 340,000) | AID 504634; in the data active = inhibition mostly above about 23%, no sharp cut-off; inactive = mostly below about 18%;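 note: 0% = cells with DMSO and 100% = no-cell wells with DMSO; some compounds called inactive have numbers as strong as hits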
Target sequence (P47898 whole entry, looked up): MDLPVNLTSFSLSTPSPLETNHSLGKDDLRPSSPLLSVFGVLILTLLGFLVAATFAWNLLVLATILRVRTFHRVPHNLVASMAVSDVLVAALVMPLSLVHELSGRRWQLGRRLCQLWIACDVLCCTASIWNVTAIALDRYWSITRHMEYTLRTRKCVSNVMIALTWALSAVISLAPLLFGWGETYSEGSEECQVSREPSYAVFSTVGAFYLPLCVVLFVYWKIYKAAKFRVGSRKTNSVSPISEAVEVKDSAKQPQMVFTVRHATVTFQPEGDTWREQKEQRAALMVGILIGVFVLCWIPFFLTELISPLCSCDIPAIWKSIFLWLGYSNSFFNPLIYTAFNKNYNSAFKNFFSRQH
Tat export inh: inhibitors of E. coli Tat protein transport. E. coli MC4100 TorA-mCherry Tat export, fluorescence. inhibition, % at 10 µM. actives 0.036% (n = 340,000);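 active = mean replicate inhibition at least 50% and at least half of replicates individually reaching 50%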;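 note: exported cargo escapes ClpAP degradation while cytoplasmic cargo is degraded and loses fluorescence; 0% = median of neutral control wells and 100% = median of NaSCN control wells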
OPRM1-OPRD1 inv: mu-delta opioid heterodimer inverse agonism; cell-based MOR-DOR heterodimer luminescence; inhibition, % at 9.3 µM; P35372+P41143; actives 0.21% (n = 340,000); in the data active = inhibition above about 22%, passing the limit was not always enough;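 note: 0% = cells with DMSO and 100% = wells without cells with DMSO; values of inactives mirror those of a sister screen read the other way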
E coli growth: bacterial growth inhibition, counter-screen for AddAB inhibitors | inhibition, % at 11.9 µM | E. coli V3065 growth, OD600 absorbance, 18 h | actives 0.27% (n = 330,000);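 active = inhibition above the campaign's mean inhibition across all tested compounds plus 3 SD, cut at about 9.9% in these data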;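 note: uninfected addAB+ strain grown without phage in ampicillin broth; 0% = DMSO wells and 100% = ciprofloxacin 0.95 µg/ml wells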
phage Ecoli inh: E. coli growth loss with phage present. inhibition, % at 11.9 µM. actives 0.26% (n = 360,000). growth absorbance; in the data active = inhibition above about 11%
OPRM1-OPRD1 ag: OPRM1-OPRD1 heterodimerization agonism. P35372+P41143. cells, luminescence. activation, % at 9.3 µM. actives 0.3% (n = 340,000); in the data active = activation above about 18%;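 note: 0% = vehicle-treated cells and 100% = reference agonist; values of inactives mirror those of a sister screen read the other way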
PKA-R2B act: PKA-R2B complex activation; P22694+P31323; PKA-R2B holoenzyme dissociation, Cy5-IP20 fluorescence polarization; R2B truncated from residue 108, S112A mutant; 0% DMSO only, 100% 113 µM cGMP; activation, % at 11.4 µM; actives 0.079% (n = 340,000);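 active = activation above a cutoff set at the mean over all compounds plus 3 SD, cut at about 18% in these data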;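 note: higher means more holoenzyme dissociation and a rise in polarization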
Target sequence (P31323 whole entry, looked up, other chains not shown, the tested form may be a part): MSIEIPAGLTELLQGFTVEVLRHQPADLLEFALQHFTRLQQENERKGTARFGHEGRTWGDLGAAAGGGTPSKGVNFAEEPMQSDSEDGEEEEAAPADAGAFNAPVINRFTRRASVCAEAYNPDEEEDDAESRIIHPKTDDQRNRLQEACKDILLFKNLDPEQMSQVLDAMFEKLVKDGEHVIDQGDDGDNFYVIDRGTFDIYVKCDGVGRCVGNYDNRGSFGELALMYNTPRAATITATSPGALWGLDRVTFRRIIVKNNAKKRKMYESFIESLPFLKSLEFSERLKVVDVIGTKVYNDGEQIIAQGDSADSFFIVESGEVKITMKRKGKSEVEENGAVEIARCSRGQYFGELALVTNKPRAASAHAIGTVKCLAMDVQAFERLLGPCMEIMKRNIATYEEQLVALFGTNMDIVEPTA
SUMO Mot1 rescue: SUMOylation pathway inhibition by Mot1-301 growth rescue; growth rescue, % at 18.8 µM; actives 1% (n = 320,000); S. cerevisiae Mot1-301 growth rescue, ATP luminescence, 38.5C; percent above DMSO median, 100 means doubled; AID 2716;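 active = every valid replicate shows activation above 250% relative to neutral control wells; inactive = the rest, any valid replicate at or below 250%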;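 note: OY570 slx delta 5 strain wells were the positive control but not used for scaling; some compounds called inactive have numbers as strong as hits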
Numbers without * were called inactive; / = not tested or not shown. The order is random, and some 2.2% of all compounds hit somewhere here.

SMILES	PKA-R1A activ	AddAB inh	PfHsp90 set2	HTR5A inv ctr	Tat export inh	OPRM1-OPRD1 inv	E coli growth	phage Ecoli inh	OPRM1-OPRD1 ag	PKA-R2B act	SUMO Mot1 rescue
CN(CC(=O)Nc1ccc(F)cc1)C(=O)Cn1cnc2ccc(Cl)cc2c1=O	-9	-2.4	12	8	2	17	2.6	-0.3	-4.3	-3	-3
COc1ccc(/C=C2\C(=O)NC(=S)N2C(=O)c2ccc(C)cc2)cc1	-5	9.5	-3	8	3	10	1.5	4.1	-1.8	0	-12
Cc1cnc(C)c(N2CCC(C(=O)NC(C)c3cccs3)CC2)n1 (stereo not given)	4	1.2	-20	13	2	12	-1.4	4.1	-2.2	-7	-10
COc1cccc(CNc2cc(CSc3ccc(Cl)cc3)nc(C)n2)c1	-14	1.0	-8	6	5	2	-0.3	/	-0.4	-11	11
CCC(=O)Nc1ccc(C(=O)CSc2nnc(-c3ccc(NS(C)(=O)=O)cc3)n2C)cc1OC	-7	0.0	-7	-18	-1	-9	0.5	1.2	1.7	4	-6
COc1ccc2[nH]cc(S(=O)(=O)c3ccc(C(C)C)cc3)c(=O)c2c1	2	2.8	14	4	1	1	-1.0	1.8	-0.2	-6	708
O=C(CCl)N=c1sccn1Cc1ccc(Cl)cc1Cl	2	-0.8	-25	-4	7	-384	0.8	3.8	77*	-5	-16
Cc1cc(NCc2ccccc2)nc(N2CCOCC2)n1	9	0.7	-7	-4	-2	-8	0.5	2.0	1.4	-1	5
COc1cccc(N2CCN(C(=O)C3CCCN(c4ncnc5c4nc4n5CCCCC4)C3)CC2)c1 (stereo not given)	5	2.0	-9	-6	4	13	-2.6	0.8	-2.6	-4	3
COc1ccc(C(=O)NCC(c2ccco2)N2CCOCC2)cc1OC (stereo not given)	-1	0.1	2	-17	23	-32	-1.0	2.7	5.0	-17	/
O=C(COC(=O)CNC(=O)C1CCCCC1)Nc1cc(C(F)(F)F)ccc1Cl	-10	0.3	3	13	-11	-12	-1.5	3.5	2.2	6	3
N=C(c1cccc([N+](=O)[O-])c1)N1CCCCC1	1	1.1	10	-1	-1	4	1.3	5.1	-0.8	6	-5
Cc1cc(C(=O)COc2cccc([N+](=O)[O-])c2)c(C)n1C1CC1	-10	1.4	-17	-2	-6	9	-1.3	2.7	-2.4	-15	0
Cc1nn(-c2ccccc2)c(=S)n1-c1ccccc1	0	1.6	-19	-4	0	7	-0.7	1.7	-1.6	12	2
COc1ccc(NC(=O)CN(C)CC(=O)Nc2sc3c(c2C(N)=O)CCC3)cc1	-14	1.6	/	6	9	10	1.8	-1.5	-2.0	-1	-23
COC(=O)C1C(O)=C(C=Nc2cccc3ccccc23)C(=O)CC1(C)C (stereo not given)	-6	-0.3	7	9	-51	-6	0.2	-1.1	1.3	-16	-2
Nc1nc(N)c(-c2cccc(C(F)(F)F)c2)c(Cc2cccc(C(F)(F)F)c2)n1	3	/	-12	0	18	-38	/	1.5	7.5	-11	/
Cc1nn(Cc2ccccc2)c(C)c1NC(=O)c1cccs1	7	1.9	1	8	-4	12	-0.1	3.6	-2.2	2	-12
Cc1ccccc1Nc1nc(CSc2nnnn2-c2ccccc2)cs1	-14	-0.3	-1	3	-3	2	2.2	3.3	-0.3	8	-6
CCO[C@@H]1OC(C(=O)N2CCOCC2)=C[C@H](C2CCCCC2)[C@H]1CCCO	5	2.1	24	-7	3	8	-0.5	2.8	-1.5	10	36
CCn1c(C)c(C2=CCN(S(=O)(=O)c3ccc(C)cc3)CC2)c2ccccc21	-4	1.1	3	-13	-10	-11	-0.5	5.4	1.9	-5	2
CC(=O)c1ccc(Oc2ncnc3sccc23)c(CN2CCOCC2)c1	-7	4.3	6	-7	-4	3	-0.1	2.6	-0.6	-1	1
O=C(C1CC1)N(CCN(Cc1ccccc1)C(=O)C1CC1)Cc1ccccc1	-4	-0.1	-36	-13	-4	10	-0.1	1.3	-1.8	-1	-1
COc1ccc(S(N)(=O)=O)cc1C(=O)NCC(C)(C)N1CCCCC1	9	4.5	9	0	-1	0	-0.7	0.0	0.1	5	-8
CC(=O)c1ccc(N2CCN(CC3CCCCC3)CC2)cc1	-9	4.0	0	3	-6	7	1.4	0.6	-1.6	7	49
Fc1ccc(F)c(CN2CCN(c3ncccn3)CC2)c1	-2	1.6	/	-39	0	4	-0.8	/	-0.8	1	8
COc1ccc2[nH]c3c(c2c1)CCN1C(=O)N([C@@H](C)C(=O)NCc2ccccc2)C(=O)[C@]31C	1	1.0	25	-29	2	4	-1.3	1.6	-0.7	15	-3
C[C@H](CO)N1C[C@H](C)[C@@H](CN(C)S(C)(=O)=O)Oc2ccc(NC(=O)C3CCCCC3)cc2C1=O	-2	4.2	12	-40	-4	-4	3.6	3.3	0.7	1	-27
Cc1ccc(SCCN2CCN(Cc3ccccc3)CC2)cc1	-3	3.3	-1	-4	6	4	-2.6	-0.8	-0.9	-1	431
CCn1cc(C(=O)NCCC(=O)NC(C)C)c(=O)c2cc3c(cc21)OCO3	-10	-2.2	22	9	2	0	1.3	1.7	0.1	13	1
Cc1ccc(C)c(S(=O)(=O)N2CCN(CC(=O)Nc3ccc4c(c3)CCC4)CC2)c1	-16	2.3	-104	-14	9	-33	0.8	2.8	6.1	0	11
O=C(OC1CCN(c2ncc(C(F)(F)F)cc2Cl)CC1)c1cccc(C(F)(F)F)c1	-9	0.3	46	0	-1	11	0.5	3.1	-2.0	4	-13
Cc1cc(OC(C)C(=O)N2CCN(c3ccccc3)CC2)c2c(C)c(C)c(=O)oc2c1 (stereo not given)	-9	1.6	-10	8	4	12	-1.4	4.6	-2.5	-2	3
CCC1CCCCN1C(=O)CSc1nnc(-c2ccc(OC)cc2)o1 (stereo not given)	-1	5.4	-3	3	0	1	2.1	2.1	-0.3	-3	-14
CCOC(=O)C1=C(CSc2nc3ccccc3s2)NC(=O)NC1c1ccc(OC)cc1 (stereo not given)	0	1.1	-24	12	12	-12	-0.1	2.2	1.9	-3	-16
O=C(COC(=O)CNC(=O)c1ccccc1)NC1CCCCC1	-7	2.2	17	1	-8	10	2.5	1.3	-2.4	-7	4

Some of these compounds in order of count of non-hydrogen atoms, descending:
SMILES	PKA-R1A activ	AddAB inh	PfHsp90 set2	HTR5A inv ctr	Tat export inh	OPRM1-OPRD1 inv	E coli growth	phage Ecoli inh	OPRM1-OPRD1 ag	PKA-R2B act	SUMO Mot1 rescue
COc1cccc(N2CCN(C(=O)C3CCCN(c4ncnc5c4nc4n5CCCCC4)C3)CC2)c1 (stereo not given)	5	2.0	-9	-6	4	13	-2.6	0.8	-2.6	-4	3
O=C(OC1CCN(c2ncc(C(F)(F)F)cc2Cl)CC1)c1cccc(C(F)(F)F)c1	-9	0.3	46	0	-1	11	0.5	3.1	-2.0	4	-13
Nc1nc(N)c(-c2cccc(C(F)(F)F)c2)c(Cc2cccc(C(F)(F)F)c2)n1	3	/	-12	0	18	-38	/	1.5	7.5	-11	/
CN(CC(=O)Nc1ccc(F)cc1)C(=O)Cn1cnc2ccc(Cl)cc2c1=O	-9	-2.4	12	8	2	17	2.6	-0.3	-4.3	-3	-3
CCO[C@@H]1OC(C(=O)N2CCOCC2)=C[C@H](C2CCCCC2)[C@H]1CCCO	5	2.1	24	-7	3	8	-0.5	2.8	-1.5	10	36
COc1ccc(S(N)(=O)=O)cc1C(=O)NCC(C)(C)N1CCCCC1	9	4.5	9	0	-1	0	-0.7	0.0	0.1	5	-8
Cc1cnc(C)c(N2CCC(C(=O)NC(C)c3cccs3)CC2)n1 (stereo not given)	4	1.2	-20	13	2	12	-1.4	4.1	-2.2	-7	-10
O=C(COC(=O)CNC(=O)c1ccccc1)NC1CCCCC1	-7	2.2	17	1	-8	10	2.5	1.3	-2.4	-7	4
CC(=O)c1ccc(N2CCN(CC3CCCCC3)CC2)cc1	-9	4.0	0	3	-6	7	1.4	0.6	-1.6	7	49
O=C(CCl)N=c1sccn1Cc1ccc(Cl)cc1Cl	2	-0.8	-25	-4	7	-384	0.8	3.8	77*	-5	-16

Remaining list, next part
SMILES	PKA-R1A activ	AddAB inh	PfHsp90 set2	HTR5A inv ctr	Tat export inh	OPRM1-OPRD1 inv	E coli growth	phage Ecoli inh	OPRM1-OPRD1 ag	PKA-R2B act	SUMO Mot1 rescue
Fc1ccccc1NC(=S)N1CCN(c2ccccn2)CC1	-5	3.0	4	-4	-3	12	0.3	1.9	-2.0	-11	10
Nc1ccc(NC(=O)Nc2ccc(N)cc2)cc1	-8	/	3	-11	-3	1	/	3.3	-0.3	-12	-9
C=CCn1c(SCC(=O)Nc2ccccc2)nnc1-c1cccc(S(=O)(=O)N2CCOCC2)c1	8	0.1	-11	-2	0	11	0.5	0.6	-2.6	-6	8
Cn1c(SCC(=O)Nc2cccnc2)nnc1-c1ccccc1F	3	5.8	-5	-3	-3	6	2.4	1.9	-1.1	6	-6
O=C(CN1CC(=O)Oc2ccccc21)OCC(=O)c1ccc(F)cc1	1	-1.2	-8	-1	5	-9	0.5	-3.8	1.9	0	16
O=C(CSc1ccc2nnc(-c3ccccn3)n2n1)Nc1ccc(F)cc1F	2	-1.9	2	-1	-10	7	-4.5	1.2	-1.2	-6	-7
Cc1ccc(-c2nnc(SCC(=O)N/N=C/c3ccccc3C(=O)O)n2C2CCCCC2)cc1	-7	2.4	4	-5	4	-6	-0.4	1.8	1.2	-6	-7
O=C(NC1CC1)c1cccc(NC(=O)C2CCCCC2)c1	4	/	1	-4	2	13	/	0.9	-2.8	4	/
CCC(C)Cn1c(C(C)C)nc2ccccc21 (stereo not given)	-16	2.9	-17	-22	-8	18	1.5	3.5	-3.8	5	6
CCOC(=O)c1cn[nH]c1NC(=S)Nc1ccc(OC)cc1	-5	2.2	-5	-20	8	5	2.3	1.6	-1.1	-7	-11
CCN(CC)C(=O)Cn1cnc2sc(C(=O)Nc3cc(OC)c(OC)c(OC)c3)c(C)c2c1=O	-2	0.5	-7	-4	-3	12	0.3	0.8	-2.2	-7	-7
Nc1cn(C2OC(CO)C(O)C2O)c(=O)[nH]c1=O (stereo not given)	0	/	-25	-9	-4	15	/	-0.3	-2.9	-4	-10
O=C(NCc1ccncc1)Nc1cccc([N+](=O)[O-])c1	5	3.9	9	-15	2	11	0.1	2.2	-2.2	0	4
O=[N+]([O-])c1cccc(-n2nncc2-c2ccccc2)c1	-4	1.5	7	-9	5	-5	-1.3	0.9	1.0	-8	-15
COCCCNC(=O)Cn1cnc2c(NCc3ccccc3)ncnc21	6	0.2	2	/	-2	/	0.5	3.6	/	5	/
